# BioA inh: M. tuberculosis BioA enzyme inhibitors, primary screen, biochemical, plate reader, single point, HTS; inhibition, % at 9.99 µM; purified M. tuberculosis BioA enzyme; hit rate 0.096% among 360,000; in the data active = inhibition above about 40%
# TcdB inh: TcdB glycohydrolase inhibitors, primary screen, biochemical, single point, plate reader. TcdB glycohydrolase enzymatic assay. inhibition, % at 9.99 µM. hit rate 0.24% among 350,000. AID 652162, 2013; in the data active = inhibition above about 10%
# Target sequence (P18177 whole entry, looked up): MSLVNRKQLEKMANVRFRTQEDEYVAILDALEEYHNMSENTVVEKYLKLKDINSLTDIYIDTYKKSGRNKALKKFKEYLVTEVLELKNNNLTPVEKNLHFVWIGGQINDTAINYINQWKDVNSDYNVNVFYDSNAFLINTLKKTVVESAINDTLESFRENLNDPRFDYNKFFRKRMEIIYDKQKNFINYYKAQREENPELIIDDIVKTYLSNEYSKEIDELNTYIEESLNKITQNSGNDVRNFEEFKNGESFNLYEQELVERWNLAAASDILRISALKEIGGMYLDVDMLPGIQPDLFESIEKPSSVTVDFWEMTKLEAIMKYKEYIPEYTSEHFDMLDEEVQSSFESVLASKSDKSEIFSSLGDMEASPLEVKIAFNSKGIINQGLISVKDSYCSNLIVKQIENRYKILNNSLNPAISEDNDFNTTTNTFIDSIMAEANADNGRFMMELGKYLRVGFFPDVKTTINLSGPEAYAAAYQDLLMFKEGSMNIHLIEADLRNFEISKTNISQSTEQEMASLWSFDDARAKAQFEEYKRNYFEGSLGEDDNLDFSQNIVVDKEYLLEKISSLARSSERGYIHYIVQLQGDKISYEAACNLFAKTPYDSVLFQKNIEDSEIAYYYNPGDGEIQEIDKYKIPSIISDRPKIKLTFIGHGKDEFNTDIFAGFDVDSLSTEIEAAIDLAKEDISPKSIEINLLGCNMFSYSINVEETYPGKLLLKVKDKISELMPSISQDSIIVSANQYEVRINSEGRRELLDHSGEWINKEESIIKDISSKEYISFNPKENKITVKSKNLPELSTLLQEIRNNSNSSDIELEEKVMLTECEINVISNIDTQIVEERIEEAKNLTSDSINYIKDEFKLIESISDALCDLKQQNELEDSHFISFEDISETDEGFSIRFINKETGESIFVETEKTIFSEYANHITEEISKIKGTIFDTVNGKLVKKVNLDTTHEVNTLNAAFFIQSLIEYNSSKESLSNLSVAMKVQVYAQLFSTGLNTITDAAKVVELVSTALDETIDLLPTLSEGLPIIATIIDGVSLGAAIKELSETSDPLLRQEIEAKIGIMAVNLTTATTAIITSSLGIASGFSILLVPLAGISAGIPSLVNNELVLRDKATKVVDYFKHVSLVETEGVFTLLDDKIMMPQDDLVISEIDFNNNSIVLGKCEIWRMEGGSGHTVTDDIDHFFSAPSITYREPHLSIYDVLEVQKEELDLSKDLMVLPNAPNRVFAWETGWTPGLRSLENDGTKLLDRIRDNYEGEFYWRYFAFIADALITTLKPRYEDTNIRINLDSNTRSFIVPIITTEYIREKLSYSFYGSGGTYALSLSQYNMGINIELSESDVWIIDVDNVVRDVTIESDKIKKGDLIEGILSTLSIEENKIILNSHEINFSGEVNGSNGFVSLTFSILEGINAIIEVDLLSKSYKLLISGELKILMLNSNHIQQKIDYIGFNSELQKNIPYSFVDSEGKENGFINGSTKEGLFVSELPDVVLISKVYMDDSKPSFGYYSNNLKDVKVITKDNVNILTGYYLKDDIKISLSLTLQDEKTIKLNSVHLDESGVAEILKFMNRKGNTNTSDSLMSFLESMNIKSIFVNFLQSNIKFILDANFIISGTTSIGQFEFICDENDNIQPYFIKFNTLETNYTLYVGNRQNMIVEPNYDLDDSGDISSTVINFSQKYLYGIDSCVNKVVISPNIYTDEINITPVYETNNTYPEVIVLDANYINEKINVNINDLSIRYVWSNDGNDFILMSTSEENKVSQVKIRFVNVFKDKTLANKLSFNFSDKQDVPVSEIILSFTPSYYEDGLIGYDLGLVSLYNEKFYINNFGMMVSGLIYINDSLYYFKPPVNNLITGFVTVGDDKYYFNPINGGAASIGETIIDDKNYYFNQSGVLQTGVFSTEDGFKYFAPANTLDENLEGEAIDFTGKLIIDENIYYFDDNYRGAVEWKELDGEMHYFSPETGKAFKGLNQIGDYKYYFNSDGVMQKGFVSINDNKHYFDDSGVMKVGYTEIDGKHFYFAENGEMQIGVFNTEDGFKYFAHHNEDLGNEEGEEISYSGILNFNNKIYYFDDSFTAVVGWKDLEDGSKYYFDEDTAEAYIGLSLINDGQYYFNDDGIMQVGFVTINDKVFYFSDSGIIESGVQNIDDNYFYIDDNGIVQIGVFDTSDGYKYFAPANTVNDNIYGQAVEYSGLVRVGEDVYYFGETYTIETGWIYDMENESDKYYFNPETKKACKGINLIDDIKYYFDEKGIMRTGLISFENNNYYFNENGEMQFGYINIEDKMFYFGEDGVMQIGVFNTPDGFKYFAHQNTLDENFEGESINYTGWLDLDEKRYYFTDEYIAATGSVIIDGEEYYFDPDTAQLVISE
# Active calls of the source: *. A portion of the library; count on the stated rates, not on these rows.
SMILES,BioA inh,TcdB inh
CO[C@H]1CN(C)C(=O)c2cc(NC(C)=O)ccc2OC[C@@H](C)N(C(=O)c2ccccc2F)C[C@H]1C,-1.8,-0.7
CCCNC(=O)C[C@@H]1CC[C@H]2[C@@H](COC[C@@H](O)CN2C(=O)Nc2cccc(Cl)c2)O1,0.0,-0.6
COc1ccc(-c2cn(CC[C@H]3CC[C@@H](NC(=O)c4cnccn4)[C@H](CO)O3)nn2)cc1,0.0,-0.2
C[C@@H]1CN([C@@H](C)CO)S(=O)(=O)c2ccc(C#CC3(O)CCCC3)cc2O[C@H]1CN(C)C,0.8,0.2
O=C(Nc1cc(F)ccc1F)N1CCCCN2[C@H](C1)[C@H](c1ccc(-c3cncnc3)cc1)[C@@H]2CO,0.0,-1.5
CO[C@@H]1CN(C)C(=O)c2cc(NC(=O)NC3CCCCC3)ccc2OC[C@H](C)N(CC2CCOCC2)C[C@H]1C,-4.1,0.4
CNC[C@@H]1Oc2ccc(N(C)C)cc2CC(=O)N([C@@H](C)CO)C[C@H]1C,-0.8,-12
CO[C@H]1CN(C)C(=O)c2ccc(NC(=O)C3CC3)cc2OC[C@H](C)N(CCc2ccccc2)C[C@H]1C,-1.2,-1.5
C[C@@H]1CN([C@@H](C)CO)C(=O)c2cc(NS(=O)(=O)c3ccc(F)cc3)ccc2O[C@@H]1CN(C)Cc1ccccc1,-0.4,0.3
Cc1cccc(S(=O)(=O)N[C@@H]2CC[C@H](CCNC(=O)c3cnccn3)O[C@H]2CO)c1,6.7,-1.7
C[C@@H]1CN([C@@H](C)CO)C(=O)c2cc(NC(=O)CCN3CCOCC3)ccc2O[C@@H]1CN(C)S(=O)(=O)c1ccc(Cl)cc1,-1.9,0.2
CCCC#Cc1ccc2c(c1)O[C@@H](CN(C)C(=O)c1cnccn1)[C@@H](C)CN([C@H](C)CO)S2(=O)=O,0.8,-0.4
CCCC(=O)Nc1ccc2c(c1)C(=O)N(C)C[C@@H](OC)[C@@H](C)CN(Cc1ccc(-c3ccccn3)cc1)[C@H](C)CO2,1.6,-0.2
C[C@@H]1CN([C@H](C)CO)C(=O)c2cccc(NC(=O)C3CC3)c2O[C@@H]1CN(C)C(=O)Nc1cccc2ccccc12,-2.8,0.8
Cc1noc(C)c1NC(=O)N(C)C[C@H]1Oc2ccc(NC(=O)Nc3ccc(C(F)(F)F)cc3)cc2C(=O)N([C@H](C)CO)C[C@H]1C,0.5,-0.2
CC(=O)N(C)C[C@H]1Oc2ncc(C#CC3(O)CCCC3)cc2C(=O)N([C@@H](C)CO)C[C@H]1C,-3.9,1.4
O=C(Nc1ccc(F)cc1)N[C@H]1C=C[C@H](CC(=O)N2CCOCC2)O[C@@H]1CO,-0.5,1.7
C[C@@H]1CCCCO[C@@H](CN(C)Cc2ccncc2)[C@@H](C)CN([C@H](C)CO)C(=O)c2cc(NC(=O)Nc3ccc(C(F)(F)F)cc3)ccc2O1,-2.3,-0.1
O=C(CN1CCOCC1)N[C@H]1CC[C@@H](CCNC(=O)C2CCCC2)O[C@H]1CO,-0.9,-0.2
C[C@@H]1CN([C@H](C)CO)C(=O)c2cc(NC(=O)Nc3ccc4c(c3)OCO4)ccc2O[C@H]1CN(C)Cc1ccc(C(F)(F)F)cc1,0.1,0.0

# Random excerpt: four entries already listed
SMILES,BioA inh,TcdB inh
CC(=O)N(C)C[C@H]1Oc2ncc(C#CC3(O)CCCC3)cc2C(=O)N([C@@H](C)CO)C[C@H]1C,-3.9,1.4
CCCNC(=O)C[C@@H]1CC[C@H]2[C@@H](COC[C@@H](O)CN2C(=O)Nc2cccc(Cl)c2)O1,0.0,-0.6
C[C@@H]1CN([C@H](C)CO)C(=O)c2cccc(NC(=O)C3CC3)c2O[C@@H]1CN(C)C(=O)Nc1cccc2ccccc12,-2.8,0.8
O=C(Nc1ccc(F)cc1)N[C@H]1C=C[C@H](CC(=O)N2CCOCC2)O[C@@H]1CO,-0.5,1.7

# (continued)
SMILES,BioA inh,TcdB inh
C[C@@H]1CN([C@H](C)CO)C(=O)Cc2cc(NC(=O)Cc3cn(C)c4ccccc34)ccc2O[C@@H]1CN(C)S(=O)(=O)c1cccs1,0.6,0.2
C[C@@H](NC(=O)C[C@H]1CC[C@H](NC(=O)C2CC2)[C@H](CO)O1)c1ccccc1,-0.1,-0.6
C[C@H](CO)N1C[C@H](C)[C@H](CN(C)Cc2ccncc2)Oc2ccc(NC(=O)Cc3ccccc3)cc2CC1=O,5.7,-1.0
CC(C)NC(=O)N(C)C[C@H]1OCCCC[C@H](C)Oc2ccc(NC(=O)CCCN(C)C)cc2C(=O)N([C@H](C)CO)C[C@@H]1C,0.9,-0.5
Cc1noc(C)c1NC(=O)Nc1ccc2c(c1)CC(=O)N([C@@H](C)CO)C[C@@H](C)[C@H](CN(C)C(=O)Nc1c(C)noc1C)O2,3.2,-1.8
C[C@@H]1CN([C@@H](C)CO)C(=O)c2cc(Br)cnc2O[C@@H]1CN(C)CC1CCOCC1,-2.4,-0.9
CCC(=O)N1C[C@@H](O)COC[C@H]2O[C@H](CC(=O)NCC3CCCCC3)CC[C@@H]21,-0.4,0.0
C[C@H](CO)N1C[C@H](C)[C@@H](CN(C)S(=O)(=O)c2ccc(F)cc2)OCCCC[C@H](C)Oc2ccc(NS(=O)(=O)c3ccccc3)cc2C1=O,-1.9,0.7
CCC(=O)N(C)C[C@H]1Oc2ncc(C#Cc3ccncc3)cc2C(=O)N([C@H](C)CO)C[C@@H]1C,2.5,-1.2
C[C@H]1CCCCO[C@H](CN(C)C(=O)Nc2ccc3c(c2)OCO3)[C@@H](C)CN([C@@H](C)CO)C(=O)c2cc(NC(=O)c3ccncc3)ccc2O1,0.6,0.2
C[C@@H]1CCCCO[C@@H](CN(C)S(=O)(=O)c2cn(C)cn2)[C@@H](C)CN([C@H](C)CO)C(=O)c2cc(NS(=O)(=O)c3ccccc3)ccc2O1,0.9,0.4
C[C@@H]1CN([C@H](C)CO)C(=O)c2cc(C3=CCCC3)cnc2O[C@@H]1CN(C)Cc1ccccn1,-3.0,0.4
C[C@H](CO)N1C[C@H](C)[C@H](CN(C)C(=O)c2ccccc2F)Oc2ncc(C#Cc3ccc(F)cc3)cc2C1=O,4.7,1.9
CC(C)NC(=O)N(C)C[C@@H]1OCCCC[C@H](C)Oc2ccc(NC(=O)NC3CCCCC3)cc2C(=O)N([C@H](C)CO)C[C@@H]1C,-1.7,-1.2
CN1C(=O)c2cc(NC(=O)c3cscn3)ccc2OC[C@H]2O[C@@H](CC(=O)N3CCCCC3)CC[C@@H]21,0.4,0.5
C[C@@H]1CCCCO[C@@H](CN(C)Cc2ccncc2)[C@H](C)CN([C@@H](C)CO)C(=O)c2cc(NS(=O)(=O)c3ccc(F)cc3)ccc2O1,0.8,0.5
O=C(C[C@@H]1C[C@H]2c3cc(NC(=O)C4CCOCC4)ccc3O[C@H]2[C@@H](CO)O1)NCc1cccnc1,-0.1,-0.9
C[C@@H]1CN([C@H](C)CO)C(=O)c2cccc(NS(=O)(=O)c3ccc(F)cc3)c2O[C@@H]1CN(C)C(=O)Nc1ccccc1,0.3,0.7
O=C(C[C@@H]1CC[C@@H]2[C@H](COC[C@H](O)CN2Cc2ccccc2)O1)NCCCN1CCOCC1,12,-1.2
CCCN(C)C[C@H]1Oc2ncc(C#CC3(O)CCCC3)cc2C(=O)N([C@H](C)CO)C[C@H]1C,-0.4,0.2
C[C@@H]1CCCCO[C@@H](CN(C)S(=O)(=O)c2cn(C)cn2)[C@H](C)CN([C@H](C)CO)C(=O)c2cc(NC(=O)C3CCCCC3)ccc2O1,0.9,0.9
O=C(CN1CCOCC1)N1CCCCN2[C@H](C1)[C@H](c1ccc(/C=C/c3ccccc3)cc1)[C@@H]2CO,-0.4,-4.0
COc1cccc(-c2cn(CC[C@H]3CC[C@H](NC(=O)CC4CC4)[C@H](CO)O3)nn2)c1,-2.7,-0.5
O=C(Nc1cc(Cl)cc(Cl)c1)N[C@H]1CC[C@@H](CCNS(=O)(=O)c2cccc(F)c2)O[C@@H]1CO,-2.3,3.2
O=C(C[C@@H]1CC[C@H](NC(=O)C2CC2)[C@@H](CO)O1)NCc1ccccc1Cl,1.5,-1.1
C[C@H](CO)N1C[C@H](C)[C@@H](CN(C)C)Oc2ccc(NC(=O)C3CCCCC3)cc2C1=O,1.1,-0.3
C[C@H](CO)N1C[C@H](C)[C@@H](CN(C)C(=O)Nc2cccc3ccccc23)Oc2ccc(NC(=O)C3CCCCC3)cc2CC1=O,-4.0,0.2
O=C(N[C@@H]1CC[C@H](CC(=O)N2CCc3ccccc3C2)O[C@@H]1CO)C1CC1,-1.7,-16
CNC[C@@H]1Oc2ccc(NC(=O)C3CC3)cc2C(=O)N([C@@H](C)CO)C[C@H]1C,0.0,0.4
COCCNC(=O)c1cc2c(c(-c3cccc(-c4cccc(F)c4)c3)n1)[C@H](CCO)N([S@@](=O)C(C)(C)C)C2,11,-1.4
C[C@@H]1CCCCO[C@@H](CN(C)Cc2ccc(C(=O)O)cc2)[C@H](C)CN([C@H](C)CO)C(=O)c2cc(NC(=O)CCC(F)(F)F)ccc2O1,-0.7,0.1
Cn1cnc(S(=O)(=O)N[C@H]2CC[C@@H](CC(=O)NCC3CC3)O[C@H]2CO)c1,-1.6,0.4
Cc1noc(C)c1S(=O)(=O)Nc1ccc2c(c1)C(=O)N([C@@H](C)CO)C[C@H](C)[C@H](CN(C)C(=O)Nc1ccc(F)cc1)OCCCC[C@H](C)O2,-0.2,0.3
COc1ccccc1NC(=O)N[C@H]1CC[C@@H](CCn2cc(-c3ccccc3OC)nn2)O[C@@H]1CO,-2.2,-0.8
CO[C@H]1CN(C)C(=O)c2ccc(NS(=O)(=O)c3ccccc3)cc2OC[C@@H](C)N(Cc2ccccn2)C[C@H]1C,-1.3,0.0
C[C@@H]1CN([C@@H](C)CO)C(=O)Cc2cc(NC(=O)Cc3cn(C)c4ccccc34)ccc2O[C@H]1CN(C)Cc1ccncc1,4.5,0.6
C[C@@H]1CN([C@H](C)CO)C(=O)c2cc(-c3cccnc3)cnc2O[C@@H]1CN(C)C(=O)Nc1ccc(C(F)(F)F)cc1,1.8,6.7
COc1ccc(S(=O)(=O)N(C)C[C@H]2OCCCC[C@@H](C)Oc3ccc(NS(=O)(=O)c4cn(C)cn4)cc3C(=O)N([C@@H](C)CO)C[C@@H]2C)cc1,0.0,0.1
CCC(=O)N[C@@H]1C=C[C@H](CC(=O)OC)O[C@@H]1CO,-1.6,0.8
CCNC(=O)C[C@H]1C=C[C@H](NS(=O)(=O)c2ccc(C)cc2)[C@H](CO)O1,-2.1,-0.6
CC(=O)N1[C@H](C(=O)NCc2ccc(F)cc2)[C@@H](CO)[C@@H]2Cn3c(cccc3=O)[C@@H]21,0.7,1.8
Cc1noc(C)c1S(=O)(=O)Nc1ccc2c(c1)C(=O)N([C@H](C)CO)C[C@H](C)[C@@H](CN(C)S(C)(=O)=O)O2,-1.7,0.7
C[C@@H]1CN([C@@H](C)CO)C(=O)c2cc(NC(=O)CCCN(C)C)ccc2O[C@H]1CN(C)C,1.9,0.5
C[C@@H]1CN([C@@H](C)CO)C(=O)c2cc(NC(=O)CCC(F)(F)F)ccc2O[C@@H]1CN(C)C(=O)Nc1cccc2ccccc12,1.9,0.2
O=C(C[C@@H]1CC[C@@H]2[C@H](COC[C@@H](O)CN2S(=O)(=O)c2cccc(Cl)c2)O1)N1CCCCC1,1.1,0.6
C[C@H]1CN([C@@H](C)CO)C(=O)c2cc(NS(=O)(=O)c3cn(C)cn3)ccc2O[C@H]1CN(C)CC1CC1,0.0,0.0
CCCNC(=O)Nc1ccc2c(c1)OC[C@@H](C)N(CC1CCCC1)C[C@@H](C)[C@@H](OC)CN(C)C2=O,2.0,0.9
CC(C)NC(=O)NCC[C@@H]1CC[C@H](NS(=O)(=O)c2ccc(Oc3ccccc3)cc2)[C@H](CO)O1,-0.6,-0.6
C[C@H]1CN([C@@H](C)CO)C(=O)c2ccccc2-c2ccccc2CO[C@H]1CN(C)S(=O)(=O)c1ccccc1C#N,-2.6,-1.1
O=C(C[C@H]1C[C@@H]2c3cc(NC(=O)C4CCOCC4)ccc3O[C@@H]2[C@H](CO)O1)NCc1cccnc1,-0.8,0.3
Cc1ccc(S(=O)(=O)N[C@@H]2CC[C@@H](CC(=O)NCCN3CCCCC3)O[C@@H]2CO)cc1,-3.3,0.6
COc1ccc(CN(C)C[C@H]2Oc3c(NS(=O)(=O)c4ccc(C)cc4)cccc3C(=O)N([C@H](C)CO)C[C@H]2C)cc1,5.2,-0.7
C[C@H](CO)N1C[C@H](C)[C@@H](CN(C)CC2CC2)Oc2cc(-c3ccc(F)cc3)ccc2S1(=O)=O,-2.6,0.2
CN1C(=O)c2cc(NC(=O)C3CCOCC3)ccc2OC[C@H]2O[C@H](CC(=O)O)CC[C@@H]21,3.5,-1.0
COCC(=O)Nc1ccc2c(c1)C(=O)N(C)C[C@@H](OC)[C@@H](C)CN(C(=O)c1ccncc1)[C@@H](C)CO2,-0.3,0.5
CS(=O)(=O)N1[C@@H](C#N)[C@@H](c2ccc(-c3ccccc3F)cc2)[C@@H]1CO,0.3,0.3

# Three structures out of the list, arranged by heavy-atom count, falling:
SMILES,BioA inh,TcdB inh
C[C@H]1CN([C@@H](C)CO)C(=O)c2ccccc2-c2ccccc2CO[C@H]1CN(C)S(=O)(=O)c1ccccc1C#N,-2.6,-1.1
CC(C)NC(=O)NCC[C@@H]1CC[C@H](NS(=O)(=O)c2ccc(Oc3ccccc3)cc2)[C@H](CO)O1,-0.6,-0.6
CC(=O)N1[C@H](C(=O)NCc2ccc(F)cc2)[C@@H](CO)[C@@H]2Cn3c(cccc3=O)[C@@H]21,0.7,1.8

# Screening results as filed in PubChem BioAssay.
